Screening data from PubChem.
p53ts 39C kill: kills p53ts cells at the nonpermissive temperature. 130,000 compounds, 1.5% hits. H1299-p53A138V viability at 39C, ATP luminescence, 24 h. Potency, µM (top dose mostly 46.1 µM), without a hit: at the top dose activity change, negative = cell killing, actives largely listed as cytotoxic. AID 902; further: nearly all actives have a fitted effect of over 55% in size
p53ts 32C kill: cytotoxicity in p53ts cells at permissive temperature; 130,000 compounds, 0.93% hits; AID 924; Potency, µM (series often up to 46.1 µM), without a hit: at the highest dose activity change, negative = cytotoxicity, hits mostly cytotoxic; H1299-p53A138V at 32C, ATP luminescence viability, 24 h;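 further: 0% = DMSO and -100% = full killing by reference compound; nearly all actives have a fitted effect of over 55% in size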
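Viability by ATPlite luminescence after 24 h compound treatment (up to 46 uM) at the permissive 32C. Cells are H1299 carrying p53 A138V. Scale runs from DMSO basal to 100 uM tamoxifen as full kill; AC50 from Hill fits.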
IkB sig inh: inhibitors of IkB signaling in ABC-DLBCL cells; 110,000 compounds, 0.04% hits; Potency, µM (top dose mostly 57.1 µM), for the others: at the top dose IkBa stabilization activation; ABC-DLBCL IkBa-CBG/CBR dual luciferase ratio, 4 h; response scale: scaled: untreated 0%, proteasome inhibitor 100%; active means well fitted curve in the direction sought with a large enough effect in the signal ratio, not every such curve was filed as active; inconclusive means small, poorly fitted or top-dose-only effect, or a change in a side signal; the % refers to the signal ratio;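 further: the direction sought is a rising ratio; 0% = basal untreated cells and 100% = reference inhibitor full response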
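Curves were fitted separately to fusion (green), unfused (red) and ratio luminescence, then classed by r2, magnitude and activity. Cells: OCI-Ly3, 4 h compound plus doxycycline at 37C; 10 uM MG-132 defined full response.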
Peg3 imprint: induces erasure of genomic imprints in mouse ES cells. 110,000 compounds, 0.02% hits. Potency, µM (titrated, usually from 60.7 µM), without a hit: top-dose activity change, positive = activation, usual class: activators. mouse ES Peg3-LacZ reporter, beta-gal luminescence, 40 h;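 further: 0% = negative control wells on the plate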
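Gelatin-coated wells received 300 freshly trypsinized female ES cells with a Peg3LacZ-Neo reporter on the maternal allele, then incubated 40 hours at 37C. BetaGlo was added for 5 minutes at room temperature before a single luminescence read.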
The depositor's hits bear a star; ? = inconclusive; . = not tested or not shown; [ ] = remark or other dose. Unless noted, the call rests on the fitted dose curve; in most records, active means well fitted curve in the direction sought with a large enough effect; inconclusive means small, poorly fitted or top-dose-only effect, or another doubt; inactive means no such curve, though single readings can be large; an effect the other way counts as inactive or inconclusive. Unless noted, on the % scale 0 is the no-effect control and ±100 the full control effect; potency means the concentration at half of the fitted maximal effect.

SMILES	p53ts 39C kill	p53ts 32C kill	IkB sig inh	Peg3 imprint
Cc1nn(-c2ccc(C(=O)O)cc2)c(=O)c2ccccc12	10.0%	-2.2%	?	-14.7%
CCCOc1nc2c(c(=O)n(C)c(=O)n2C)n1CCC	6.6%	34.9%[activator]	-2.0%	6.1%
Fc1ccc(C(c2nnnn2Cc2cccs2)N2CCN(c3ccccc3)CC2)cc1 (stereo unspecified)	6.8%	-1.6%	.	.
CC(=O)c1c(C)oc2c1cc(NS(=O)(=O)c1ccc(Cl)c(C)c1)c1ccccc12	3.5%	-4.7%	?	-14.4%[10.9 µM]
CCN(CC)C(=O)CSc1nc(-c2ccc(C)cc2)nc2c1Cc1c(CO)cnc(C)c1O2	-14.5%	-0.8%	-0.2%	-10.7%[10.9 µM]
Cc1cccc2c1nc(-c1ccccc1)n1nnnc21	2.9%	1.5%	3.7%	-3.5%
CS(=O)(=O)N1CCC2(CCCN(c3cccc(-c4ccccc4)c3)C2)CC1	-18.7%	-3.4%	-0.8%[11.4 µM]	.
O=C(CN1C(=O)CCS(=O)(=O)c2ccccc21)Nc1ccc2c(c1)OCCO2	-8.7%	-16.8%	-0.6%	12.3%
COc1ccc(OC)c(NC(=O)CN2CCCN(Cc3ccccc3Cl)S2(=O)=O)c1	-11.6%	6.5%	1.6%	-8.5%[10.9 µM]
Cc1cccc(-n2nnnc2SCC(=O)NCCN2C(=O)CSC2=O)c1	0.1%	0.1%	3.5%	-12.7%
CCOC(=O)Nc1nnc(CCc2ccccc2)s1	7.5%	-7.7%	?	.
COc1ccc(-n2c(=O)c3c4c(sc3n(CC(=O)N3CCCCC3C)c2=O)CCC4)c(OC)c1 (stereo unspecified)	12.5%	1.9%	0.3%	-3.7%[10.9 µM]

The list goes on, starting with the last four of the part before.
SMILES	p53ts 39C kill	p53ts 32C kill	IkB sig inh	Peg3 imprint
COc1ccc(OC)c(NC(=O)CN2CCCN(Cc3ccccc3Cl)S2(=O)=O)c1	-11.6%	6.5%	1.6%	-8.5%[10.9 µM]
Cc1cccc(-n2nnnc2SCC(=O)NCCN2C(=O)CSC2=O)c1	0.1%	0.1%	3.5%	-12.7%
CCOC(=O)Nc1nnc(CCc2ccccc2)s1	7.5%	-7.7%	?	.
COc1ccc(-n2c(=O)c3c4c(sc3n(CC(=O)N3CCCCC3C)c2=O)CCC4)c(OC)c1 (stereo unspecified)	12.5%	1.9%	0.3%	-3.7%[10.9 µM]
COc1ccc(CNC(=O)c2ccc(NC(=O)N3CCSc4ccccc43)cc2)cc1	-19.9%	-9.5%	?	-13.4%[10.9 µM]
O=C(CSc1nnc(C2COc3ccccc3O2)o1)NC1CCCCC1 (stereo unspecified)	2.8%	-3.1%	2.4%	-48.6%[inhibitor]
COc1ccc(OCC(=O)OCc2cc(=O)n3nc(C4CCCCC4)sc3n2)cc1	-7.1%	0.8%	-0.5%	-12.4%[10.9 µM]
COc1ccc(C)cc1NC(=O)c1nnn(CCc2ccccc2)c1N	1.9%	-4.2%	-2.4%	-5.0%
CCN(CC)CCCCCCCCOC(=O)c1cc(OC)c(OC)c(OC)c1	-13.0%	-8.9%	-1.6%	-14.2%
O=C(CN1CCN(c2ccccn2)CC1)N1c2ccccc2CCc2ccccc21	-2.5%	0.8%	1.0%	-18.9%
Cc1cc2cc(CN(CC3CCCO3)C(=O)c3cnccn3)c(=O)[nH]c2cc1C (stereo unspecified)	-5.6%	-4.6%	0.2%	-6.1%
CCOc1cc2c(cc1OCC)C(C(=O)O)C(c1ccc(OC)c(O)c1)N(C)C2=O (stereo unspecified)	5.6%	-10.0%	-0.5%	4.1%
Cc1ccc(NC(=O)Cn2nnc(-c3nc(-c4ccncc4)no3)c2N)cc1	-20.4%	4.3%	2.6%	7.4%[10.9 µM]
CCC(C(=O)Nc1nc(C)cs1)c1ccccc1 (stereo unspecified)	15.5%	6.2%	3.1%	-21.9%
CCOC(=O)c1cc(-c2ccc(C)o2)nn1CCC#N	6.1%	-0.1%	-3.3%	-6.3%
CCOc1ccc(Br)cc1-c1noc(-c2cccs2)n1	4.7%	-4.1%	1.9%	6.8%
O=C(CSc1ncnc2c1nnn2-c1ccc(F)cc1)NCc1ccco1	-2.2%	-3.5%	.	.
CCC1(CC)C(=O)C(C)(C)C(=O)OC1c1ccccn1 (stereo unspecified)	8.1%	-0.6%	-0.6%	-7.0%
CN(C)CCCCCNCCCNC(=O)/C=N\O	0.0%	-1.1%	-0.1%	-1.2%
O=C(N[C@@H](Cc1ccccc1)C(=O)O)c1cccnc1	7.6%	-1.4%	3.1%	9.1%
COc1ccc(Nc2nc(OC)nc(N3CCN(c4ccc(OC)cc4)CC3)n2)cc1	-5.6%	-0.6%	-0.9%	0.3%
N#Cc1ccc(CN2CC[C@@]3(CCCN(S(=O)(=O)c4ccccc4)C3)C2)cc1	-10.2%	-14.8%	3.0%[11.4 µM]	.
O=C(CSc1nc2c([nH]c3ccccc32)c(=O)n1-c1cccc(Cl)c1)NCC1CCCO1 (stereo unspecified)	-2.4%	6.6%	-1.7%	7.6%[10.9 µM]
CCCCOc1ccccc1C1NC(=O)NC(C)=C1C(=O)OCCOCC (stereo unspecified)	12.6%	-1.8%	-2.7%	-15.2%
CCOc1ccc(NC(=O)c2c(C)oc3nc(C)nc(N4CCCC4)c23)cc1	13.2%	2.4%	1.0%	-5.2%[10.9 µM]
Cc1ccc(OC(=O)CSc2nnc(CNC(=O)c3ccccc3)o2)cc1	0.9%	-8.9%	-0.6%	-9.1%[10.9 µM]
COC(=O)CC#N	9.7%	3.6%[1.84 µM]	1.6%	-2.6%
Cc1noc2ncnc(Nc3ccc(F)cc3)c12	16.6%	10.9%	0.3%	-15.3%[10.9 µM]
OC(COc1ccc2c(c1)CCC2)CN1CCN(c2ccccc2F)CC1 (stereo unspecified)	?	-9.7%	4.9%	-23.0%
Cc1[nH]c2ccccc2c1C(c1ccccc1)c1cccs1 (stereo unspecified)	13.6%	3.4%	-1.2%	-11.9%[10.9 µM]
CN(Cc1ccco1)c1nc(-c2ccoc2)nc2ccccc12	-18.2%	4.6%	4.3%[11.4 µM]	-10.3%
O=C(Nc1ccc2nc(C3CC3)n(Cc3ccc(F)cc3)c(=O)c2c1)c1ccco1	-2.7%	?	0.0%	17.8%
CCOc1ccc(S(=O)(=O)c2c(C(=O)c3ccc(C)c(C)c3)cnc3ccccc23)cc1	-13.7%	18.0%	?	-9.6%[10.9 µM]
COc1ccc(C2C(C(=O)N3CCC(C)CC3)c3ccccc3C(=O)N2C)cc1 (stereo unspecified)	-5.3%	0.8%	-1.7%	-16.1%
COC(=O)c1ccc2c(c1)NC1=C(C(=O)CC(C)(C)C1)C(c1ccncc1)N2 (stereo unspecified)	-5.6%	-0.2%	0.8%	-5.2%
Cc1cc(C)nc(NCC(O)COc2ccccc2C)n1 (stereo unspecified)	-1.6%	-2.5%	1.6%	14.5%
COc1ccc(Cc2nc3ccc(C(=O)NCCCN4CCN(C)CC4)cc3o2)cc1	11.6%	-4.1%	0.4%	9.5%[10.9 µM]
CCC(=O)N1c2ccccc2CC1C(=O)NCCc1ccc(Cl)cc1 (stereo unspecified)	9.2%	8.3%	-1.2%	-11.9%[10.9 µM]
CC12C=C(/C=C/c3ccc(C(F)(F)F)cc3)C(C)(C1)C(c1ccc(C(F)(F)F)cc1)CC2=O (stereo unspecified)	8.7%[9.22 µM]	-2.2%[9.22 µM]	.	.
Cc1ccc(CCNC(=O)c2c3c(nc4ccccc24)C(=O)N(C2CCCCC2)C3)cc1	-8.1%	-6.0%	?	23.2%[10.9 µM]
CCc1ccc(-n2c(=O)c3cccnc3n2CC(=O)NCc2ccccc2)cc1	-14.8%	0.7%	?	8.4%[10.9 µM]
CCOCCCNc1ncnc2onc(C)c12	-27.0%	-9.2%	-1.5%	-10.2%[10.9 µM]
Cc1cc(-c2ccc(N=Nc3ccc4c(S(=O)(=O)O)cc(S(=O)(=O)O)c(N)c4c3O)c(C)c2)ccc1N=Nc1ccc2c(S(=O)(=O)O)cc(S(=O)(=O)O)c(N)c2c1O	15.8µM*	12.6µM*	?	-44.1%[inhibitor]
COc1cc(OC)cc(-c2nnc(SCc3cccnc3)o2)c1	-10.2%	-1.0%	-1.5%	-24.9%
Cc1ncc(COP(=O)(O)O)c(C)c1O	-7.7%[9.22 µM]	-1.1%[9.22 µM]	0.4%[11.4 µM]	-1.1%[10.9 µM]
Cc1ccc2oc(=O)n(CCCOc3ccc(Cl)cc3)c2c1	-4.8%	2.7%	?	-3.9%[10.9 µM]
Cc1cc(OC(C)C(=O)N2CCN(CCc3ccccn3)CC2)ccc1Cl (stereo unspecified)	13.0%	-1.2%	?	-8.4%[10.9 µM]
Cc1ccc2oc(C(=O)Nc3sc4c(c3C(=O)NCC3CCCO3)CCC4)cc(=O)c2c1 (stereo unspecified)	0.0%	0.9%	-0.9%	-1.9%[10.9 µM]
Cc1ccc(-c2noc(CN(C(=O)c3cccs3)C(C)C)n2)cc1	0.4%	-1.4%	?	-16.6%
COc1cccc(CNC(=O)C2CCCN(c3nc4ccccc4n4cccc34)C2)c1 (stereo unspecified)	-23.9%	-3.5%	-0.7%	-10.2%[10.9 µM]
CCCc1ccc(OCC(=O)Nc2scc(-c3cccs3)c2C(=O)OC)cc1	-5.6%	4.7%	-2.7%	-12.3%[10.9 µM]
CCOC(=O)N1CCN(C(=O)c2ccc3c(=O)n(CCc4ccccc4)c(=O)[nH]c3c2)CC1	17.8%	-8.3%	-0.8%	-12.1%
CCOC(=O)c1cnc(-n2nc(C)cc2C)nc1N1CC(C)OC(C)C1 (stereo unspecified)	4.5%	12.8%	-0.2%	-1.9%
Cc1cc(NC(=O)CCN2C(=O)C3C4C=CC(C4)C3C2=O)c2ccccc2n1 (stereo unspecified)	-7.6%	12.9%	0.8%	-37.1%[inhibitor]
Clc1cc(Cl)c2nc(N3CCCCC3)sc2c1	17.7%	-19.4%	-2.0%	-18.4%
COc1ccccc1NC(=O)Cn1c(=O)n(Cc2nc(C)no2)c(=O)c2cc3c(cc21)OCO3	-3.3%	3.9%	-0.1%	-3.8%[10.9 µM]
CCN(CC)C(=O)Nc1ccc2c(c1)N(Cc1ccccc1)C(=O)c1ccccc1S2	8.2%	3.1%	0.8%	-13.2%[10.9 µM]
O=C(NCCCn1ccnc1)c1cccc(S(=O)(=O)Nc2ccccc2F)c1	-5.8%	-1.2%	-0.7%	-7.8%
N#CCC(=O)Nc1ccccc1C(=O)O	2.0%	2.1%	12.1%	-41.8%[inhibitor]
Cc1ccccc1NC(=O)CCn1c(=O)oc2ccccc21	0.1%	-7.7%	2.8%	-3.4%
Cc1c(NC(=O)CC(=O)Nc2c(C)n(C)n(-c3ccccc3)c2=O)c(=O)n(-c2ccccc2)n1C	-11.6%	18.7%	-0.1%	-4.6%
O=C(CNC(=O)c1ccccc1Cl)OCc1cc(=O)n2ccsc2n1	-19.1%	2.0%	-2.4%	10.3%[10.9 µM]
CCn1c(C(O)c2cccc(OC)c2OC)nc2ccccc21 (stereo unspecified)	6.3%	7.7%	4.8%	-8.7%
Cc1cccc(NS(=O)(=O)c2ccc3c(c2)CCN3C(=O)C2CC2)c1C	-3.0%	-3.5%	-1.2%	-7.5%[10.9 µM]
Other compounds.
SMILES	p53ts 39C kill	p53ts 32C kill	IkB sig inh	Peg3 imprint
COc1ccc(OCc2nc3c4cc(OC)c(OC)cc4nc(=S)n3[nH]2)cc1	9.3%	-0.1%	.	.
Cc1cccc(N2CCN(c3cc(C)nc4nnnn34)CC2C)c1 (stereo unspecified)	16.8%	16.3%	0.0%	-10.2%
Cc1ccc(CNC(=O)c2ccc3c(c2)CCN3S(=O)(=O)c2ccc(Br)cc2)cc1	12.1%	10.3%	?	-10.4%[10.9 µM]
COc1ccc(C(=O)Nc2nnc(SCc3cc(=O)n4cc(Cl)ccc4n3)s2)cc1	10.0%	-8.5%	?	7.9%[10.9 µM]
Cn1c(=O)c(-c2ccc(F)cc2)nc2cnc(OCc3ccccc3)nc21	-9.3%	-19.2%	-0.2%[11.4 µM]	?
Cc1oc2ncnc(N3CCCCC3)c2c1C(=O)N1CCN(c2cccc(C(F)(F)F)c2)CC1	-16.2%	-2.3%	?	5.3%[10.9 µM]
Cc1nn(-c2ccc(N3CCCC3)nn2)c(C)c1CCC(=O)NCc1ccc(F)cc1	-11.9%	-1.4%	1.3%	-7.7%[10.9 µM]
